Compound activity deposited in PubChem BioAssay by National Center for Advancing Translational Sciences (NCATS).
PTAP TSG101 blk: blocks PTAP/TSG101 interaction to inhibit HIV-1 budding; 340,000 tested, under 10 active; Q99816; Potency, µM (series often up to 115 µM), inactives show top-dose activity change, negative = inhibition, most hits filed as inhibitors; AID 493005; Fluorescence polarization, FITC-PTAP peptide / Tsg101 binding; active = well fitted inhibition curve with a large enough effect in the main read-out, with a control signal flat, not every such curve was filed as active; inconclusive = small, poorly fitted or top-dose-only effect, or effect the other way, or a change in a side signal; inactive = no such curve, though single readings can be large or run the other way; note: potency is the fitted concentration of half-maximal effect; % of control where 0% means no effect
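Steps: Tsg101 binding domain dispensed (10 uM final), compounds pinned in DMSO, FITC-labeled PTAP-motif peptide added (50 nM final); after 20 min binding at room temperature, polarization measured.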
BRCA1 expr up: activators of BRCA1 expression | MCF7-BRCA1-FFLuc reporter, luminescence, 48 h; response scale: scaled: vehicle 0%, 10 µM genistein 100% | Potency, µM (highest dose often 46.1 µM), inactives show at the highest dose activation, actives largely listed as activators | 380,000 tested, 1.1% active | AID 624202; note: potency is the fitted concentration of half-maximal effect; nearly all actives have a fitted effect of over 80% in size; some results filed as inactive show a strong effect at the top dose
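Quantitative HTS in MCF7 cells stably reporting BRCA1 expression via firefly luciferase. Compound treatment lasts 48 h at 37 °C in phenol-red free MEM. Activation is expressed relative to genistein at 10 microM and DMSO.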
TCR activator: activates T cell receptor signaling; primary human leukocytes, anti-CD3, IL-2 HTRF, 48 h; AID 504894; 330,000 tested, under 10 active; Potency, µM (top dose mostly 9.22 µM), inactives show top-dose activation of IL-2 secretion, most hits filed as activators; note: % of control where 0% means no effect
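Using a-CD3 beads without co-stimulation, primary human leukocytes were exposed to compounds for 48 hr. An HTRF IL-2 kit measured the cytokine, with europium-to-d2 energy transfer producing emission at 665nm upon 320nm excitation.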
CXXC DNA block: MLL CXXC-DNA interaction inhibition; Q03164; MLL-CXXC / FITC-HOXA9 DNA fluorescence polarization; Potency, µM (highest dose often 115 µM), without a hit: at the highest dose activity change, negative = inhibition, usual class: inhibitors; 290,000 tested, 0.037% active; active = well fitted inhibition curve with a large enough effect in the polarisation, with a control signal flat, not every such curve was filed as active; inconclusive = small, poorly fitted or top-dose-only effect, or effect the other way, or a change in a side signal; inactive = no such curve, though single readings can be large or run the other way; the % refers to the polarisation; note: potency is the fitted concentration of half-maximal effect
Target sequence (Q03164 whole entry, looked up): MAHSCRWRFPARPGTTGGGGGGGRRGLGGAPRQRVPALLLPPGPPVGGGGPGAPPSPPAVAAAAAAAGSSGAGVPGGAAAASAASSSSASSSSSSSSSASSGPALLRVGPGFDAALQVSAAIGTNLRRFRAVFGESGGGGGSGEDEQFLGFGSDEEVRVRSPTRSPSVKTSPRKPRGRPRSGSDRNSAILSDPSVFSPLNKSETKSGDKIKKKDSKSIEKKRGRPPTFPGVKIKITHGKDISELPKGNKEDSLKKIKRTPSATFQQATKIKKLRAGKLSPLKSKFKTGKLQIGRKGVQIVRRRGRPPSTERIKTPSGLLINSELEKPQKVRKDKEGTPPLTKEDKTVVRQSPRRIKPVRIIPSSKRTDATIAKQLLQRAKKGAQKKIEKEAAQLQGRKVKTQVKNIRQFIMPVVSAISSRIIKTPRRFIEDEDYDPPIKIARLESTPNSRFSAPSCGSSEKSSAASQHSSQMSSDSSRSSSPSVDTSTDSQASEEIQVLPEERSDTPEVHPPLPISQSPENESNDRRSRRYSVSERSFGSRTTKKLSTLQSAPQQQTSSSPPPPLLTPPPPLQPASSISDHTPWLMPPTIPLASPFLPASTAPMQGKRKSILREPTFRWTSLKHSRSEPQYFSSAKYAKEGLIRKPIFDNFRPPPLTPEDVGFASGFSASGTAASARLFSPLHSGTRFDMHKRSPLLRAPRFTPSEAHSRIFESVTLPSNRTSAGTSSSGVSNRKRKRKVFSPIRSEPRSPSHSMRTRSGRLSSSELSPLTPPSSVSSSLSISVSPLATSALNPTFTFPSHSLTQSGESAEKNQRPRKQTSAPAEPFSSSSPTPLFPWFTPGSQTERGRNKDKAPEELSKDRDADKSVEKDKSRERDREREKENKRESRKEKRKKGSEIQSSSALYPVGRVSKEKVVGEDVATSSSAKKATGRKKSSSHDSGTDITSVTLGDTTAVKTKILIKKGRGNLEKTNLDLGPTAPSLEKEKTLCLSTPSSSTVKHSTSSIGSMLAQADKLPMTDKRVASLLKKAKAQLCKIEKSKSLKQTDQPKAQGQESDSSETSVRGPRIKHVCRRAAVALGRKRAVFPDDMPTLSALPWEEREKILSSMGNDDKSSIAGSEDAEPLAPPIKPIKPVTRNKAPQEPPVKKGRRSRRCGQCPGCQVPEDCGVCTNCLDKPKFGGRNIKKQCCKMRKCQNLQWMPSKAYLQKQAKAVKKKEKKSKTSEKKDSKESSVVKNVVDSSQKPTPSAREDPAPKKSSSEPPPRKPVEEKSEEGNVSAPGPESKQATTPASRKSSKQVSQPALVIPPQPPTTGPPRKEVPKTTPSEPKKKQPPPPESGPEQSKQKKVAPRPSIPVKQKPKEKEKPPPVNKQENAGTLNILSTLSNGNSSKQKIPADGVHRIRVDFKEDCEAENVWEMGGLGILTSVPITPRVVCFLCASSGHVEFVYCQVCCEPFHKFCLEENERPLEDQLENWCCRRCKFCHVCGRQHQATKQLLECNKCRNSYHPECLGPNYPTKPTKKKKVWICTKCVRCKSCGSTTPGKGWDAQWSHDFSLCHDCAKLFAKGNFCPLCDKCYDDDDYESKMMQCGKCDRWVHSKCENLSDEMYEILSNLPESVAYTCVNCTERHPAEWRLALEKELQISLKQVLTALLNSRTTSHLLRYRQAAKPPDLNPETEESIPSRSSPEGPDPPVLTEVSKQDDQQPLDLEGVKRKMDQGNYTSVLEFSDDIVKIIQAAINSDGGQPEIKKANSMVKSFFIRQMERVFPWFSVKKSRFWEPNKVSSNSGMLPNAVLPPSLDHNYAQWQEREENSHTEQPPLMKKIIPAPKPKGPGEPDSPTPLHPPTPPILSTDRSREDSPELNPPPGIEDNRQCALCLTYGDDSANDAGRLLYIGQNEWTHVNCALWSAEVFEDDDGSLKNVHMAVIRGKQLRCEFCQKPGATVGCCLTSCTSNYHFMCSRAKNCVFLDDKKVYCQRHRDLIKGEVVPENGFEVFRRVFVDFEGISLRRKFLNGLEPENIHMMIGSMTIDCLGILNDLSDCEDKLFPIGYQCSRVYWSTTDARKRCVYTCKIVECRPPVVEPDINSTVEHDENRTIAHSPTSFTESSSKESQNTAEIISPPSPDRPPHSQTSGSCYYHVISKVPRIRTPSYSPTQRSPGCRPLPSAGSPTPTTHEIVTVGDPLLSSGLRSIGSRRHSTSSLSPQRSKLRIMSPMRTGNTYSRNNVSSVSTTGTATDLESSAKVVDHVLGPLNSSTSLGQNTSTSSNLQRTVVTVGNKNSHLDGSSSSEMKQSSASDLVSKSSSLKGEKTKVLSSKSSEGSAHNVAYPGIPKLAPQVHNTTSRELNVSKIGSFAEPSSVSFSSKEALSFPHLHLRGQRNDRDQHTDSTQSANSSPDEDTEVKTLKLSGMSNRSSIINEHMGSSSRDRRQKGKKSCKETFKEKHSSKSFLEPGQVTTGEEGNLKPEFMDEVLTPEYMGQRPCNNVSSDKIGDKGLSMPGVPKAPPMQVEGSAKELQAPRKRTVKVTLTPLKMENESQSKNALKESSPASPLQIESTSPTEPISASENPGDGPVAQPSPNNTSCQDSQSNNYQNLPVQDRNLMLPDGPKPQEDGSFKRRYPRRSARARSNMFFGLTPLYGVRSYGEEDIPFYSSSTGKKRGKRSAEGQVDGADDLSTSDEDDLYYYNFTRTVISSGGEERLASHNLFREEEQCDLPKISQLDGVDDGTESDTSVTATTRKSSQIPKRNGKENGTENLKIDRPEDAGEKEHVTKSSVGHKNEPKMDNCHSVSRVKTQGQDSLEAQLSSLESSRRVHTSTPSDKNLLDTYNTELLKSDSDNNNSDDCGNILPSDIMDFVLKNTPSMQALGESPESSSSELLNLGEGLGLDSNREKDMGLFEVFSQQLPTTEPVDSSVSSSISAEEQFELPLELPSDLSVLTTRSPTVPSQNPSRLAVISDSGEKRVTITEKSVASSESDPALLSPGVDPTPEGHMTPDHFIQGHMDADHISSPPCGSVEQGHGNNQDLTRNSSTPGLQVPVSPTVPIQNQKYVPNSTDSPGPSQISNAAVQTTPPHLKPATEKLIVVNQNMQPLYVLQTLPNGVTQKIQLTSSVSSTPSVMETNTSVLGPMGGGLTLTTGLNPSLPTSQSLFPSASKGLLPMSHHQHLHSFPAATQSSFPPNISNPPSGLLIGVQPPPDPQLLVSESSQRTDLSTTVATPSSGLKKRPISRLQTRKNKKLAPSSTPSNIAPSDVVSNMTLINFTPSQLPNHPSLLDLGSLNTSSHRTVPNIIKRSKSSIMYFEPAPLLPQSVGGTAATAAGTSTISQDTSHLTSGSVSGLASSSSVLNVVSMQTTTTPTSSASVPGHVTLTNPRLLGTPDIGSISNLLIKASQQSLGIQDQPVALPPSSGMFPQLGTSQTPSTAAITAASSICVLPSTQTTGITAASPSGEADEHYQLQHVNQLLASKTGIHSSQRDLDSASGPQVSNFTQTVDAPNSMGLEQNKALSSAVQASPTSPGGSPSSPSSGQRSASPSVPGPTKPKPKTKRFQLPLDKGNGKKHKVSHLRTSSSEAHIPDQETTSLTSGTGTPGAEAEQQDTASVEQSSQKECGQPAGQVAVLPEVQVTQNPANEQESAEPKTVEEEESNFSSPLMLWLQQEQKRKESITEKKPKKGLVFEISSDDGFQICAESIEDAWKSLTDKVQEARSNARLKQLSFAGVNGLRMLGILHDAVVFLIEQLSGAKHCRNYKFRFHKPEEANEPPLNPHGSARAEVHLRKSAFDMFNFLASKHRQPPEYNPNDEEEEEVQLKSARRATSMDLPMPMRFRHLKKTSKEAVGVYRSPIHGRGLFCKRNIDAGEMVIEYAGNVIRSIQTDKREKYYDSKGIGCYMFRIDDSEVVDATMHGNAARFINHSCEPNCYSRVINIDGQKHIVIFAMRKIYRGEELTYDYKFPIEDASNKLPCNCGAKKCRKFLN
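Purified MLL-CXXC (added from a 7 uM solution) was preincubated 5 min at ambient with pinned compounds in 50 mM Tris-HCl pH 7.5, 50 mM NaCl, 1 mM DTT, 0.05% BSA. Fluorescein-labeled HOX-A9 DNA (50 nM solution) followed, 30 min, then polarization read.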
AT treatment: candidate therapy for ataxia-telangiectasia; AID 485349; 320,000 tested, 0.19% active; […] A-T fibroblasts, KAP-1 phosphorylation AlphaLISA; neocarzinostatin DNA damage 30 min before lysis; Potency, µM (doses to about 57.5 µM), without a hit: at the top dose activation, hits mostly activators; note: potency is the fitted concentration of half-maximal effect; % of control where 0% means no effect; nearly all actives have a fitted effect of over 45% in size
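ATM-like activity read as KAP-1 phosphorylation via AlphaLISA donor/acceptor antibody pairs after lysis and 6 hr at 25C. Cells were ATM-null patient fibroblasts ([…], hTERT), dosed 60 min, then exposed to the DSB inducer NCS for 30 min.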
B2AR arrestin: recruits beta-arrestin to the human beta2-adrenergic receptor; AID 492947; Potency, µM (titrated, usually from 46.1 µM), for inactives: at the top dose activation, actives largely listed as activators; beta-arrestin recruitment to beta2AR, cell-based reporter; 330,000 tested, 0.02% active; P07550;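 note: potency is the fitted concentration of half-maximal effect; 0% = DMSO controls and full agonism = EC100 isoproterenol or metaproterenol; nearly all actives have a fitted effect of over 65% in size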
p53 reactivator: re-activators of mutant p53. H1299 p53-A138V BP100-luciferase reporter, luminescence, 24 h. Potency, µM (titrated, usually from 92.2 µM), for inactives: at the top dose activity change, positive = activation, usual class: activators. 320,000 tested, 0.063% active; note: potency is the fitted concentration of half-maximal effect; % of control where 0% means no effect; nearly all actives have a fitted effect of over 45% in size
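H1299 (p53-null), stable ts p53-A138V + BP100-Luc; 1000 cells/well, Opti-MEM/10% FBS; cpd 4 pt, 1:5; 24 h, 37 deg C, 5% CO2; detection reagent 10 min RT; luminescence.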
Integrin act MD: integrin-mediated muscular dystrophy alleviation activation; alpha7betagal myoblasts, beta-gal FDG fluorescence, 48 h; 350,000 tested, 0.064% active; Potency, µM (highest dose often 38.3 µM), inactives show at the highest dose activation, most hits filed as activators;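 note: potency is the fitted concentration of half-maximal effect; 100% = response of the positive control SU9516; nearly all actives have a fitted effect of over 60% in size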
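alpha7betagal+/- myoblasts (passage 13, 250/well) treated 48 h at 37C with compounds at 1:260 dilution of DMSO stock. Lysed, then beta-galactosidase activity read as FDG fluorescence (ex 480/em 540) after 30 min, with pre-read for autofluorescence.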
TRPV1 ag: activates the human vanilloid receptor TRPV1. activation, % at 8.33 µM. 320,000 tested, 0.19% active. TRPV1-expressing cells, Fluo-8 calcium influx, agonist mode. Q8NER1; in the data active = activation above about 80%; inconclusive = between about 30% and that limit; note: 0% is about no effect
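Cells expressing TRPV1 were dye-loaded with Fluo-8 and read kinetically: 10 s baseline, 3 min after compound (agonist portion), then 2 min after EC20 capsaicin (allosteric enhancer portion). Calcium-bound dye fluorescence at 480/520 nm.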
ELG1 repair inh: inhibitors of ELG1-dependent DNA repair in HEK293T cells | HEK293T ELG1-luciferase reporter, luminescence, 16 h; DNA damage induced by 5-fluorouridine | Potency, µM (highest dose often 46.1 µM), without a hit: top-dose activity change, negative = inhibition, usual class: inhibitors | 330,000 tested, 2.3% active | AID 504467; note: potency is the fitted concentration of half-maximal effect; % is set by controls: 0 for no effect and ±100 for the full control effect; nearly all actives have a fitted effect of over 55% in size
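Cells (2,000 per well) received 5-fluorouridine plus test compound or DMSO and were incubated 16 hr at 37 °C, 5% CO2. Luciferase activity was read by luminescence 30 min after ONE-Glo addition; signal suppression marked inhibition of damage-induced ELG1 function.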
Starred values were filed as active, the others as inactive; ? = inconclusive; . = not tested or not shown; [ ] = dose if it differs, or a comment. Unless noted, calls come from the whole dose curve; as a rule, active = well fitted curve in the direction sought with a large enough effect; inconclusive = small, poorly fitted or top-dose-only effect, or another doubt; inactive = no such curve, though single readings can be large; an effect the other way counts as inactive or inconclusive.

SMILES	PTAP TSG101 blk	BRCA1 expr up	TCR activator	CXXC DNA block	AT treatment	B2AR arrestin	p53 reactivator	Integrin act MD	TRPV1 ag	ELG1 repair inh
COc1ccc(CNC(=O)c2cnc(C)cn2)c(OC)c1	-1%	-13%	.	3%	31%	0.2%	-1%	-7%[7.66 µM]	5	8%
COC(CNC(=O)C1CC(=O)N(CCc2ccc(C)cc2)C1)OC (centres undefined)	-6%	-6%	-1%	9%	2%	-0.4%	9%	1%	2	-18%
COc1ccc(OC)c(NC(=O)c2cccnc2)c1	3%	-12%	-3%	-3%	-29%	-0.5%	15%	-5%	-2	11%
CCCn1c(CN2CCN(C(=O)c3ccco3)CC2)nc2cc(S(=O)(=O)N(C)C)ccc21	-7%	-14%	2%	.	4%	0.0%	-6%	-6%	-4	-13%
Cn1c(=O)[nH]c(=O)c2c1nc(NCCc1ccccc1)n2CC(O)COc1ccccc1 (centres undefined)	46%[activator]	13%	2%	7%	0%	0.1%	1%	21%	7	-13%
CCn1c(C)nc2cc(C(=O)OC)ccc21	-1%	?	0%	-12%	3%	0.1%	1%	13%	2	?
NS(=O)(=O)c1ccc(S(=O)(=O)NCCc2ccccc2)cc1	-2%	3%	-3%	-9%	5%	-0.8%	0%	-1%[7.66 µM]	0	-13%
O=C(COc1ccc(Cl)cc1)NCc1nnc2c3ccccc3c(-c3ccccc3)nn12	-6%	-43%	-1%[46.1 µM]	14%	1%	-0.3%	-9%	-15%	8	?
O=C(COC(=O)c1cnccn1)Nc1ncc(C(F)(F)F)cc1Cl	-10%	-2%	4%	.	-3%	-0.3%	3%	-4%	.	0%
Cc1c(Br)c([N+](=O)[O-])nn1CC(=O)N1CCN(Cc2ccccc2)CC1	-1%	-10%	-5%	-5%	3%	-0.1%	-3%	10%	?	-18%
CC(=O)/C(C(=N)N1CCN(c2cccc(Cl)c2)CC1)=C(\C)O	-3%	-1%	-3%	-1%	3%	-0.1%	-6%	31%	-2	5%
Nc1ccccc1N1C(=O)c2cccc3cccc(c23)C1=O	0%	-56%	1%	.	.	.	.	-10%	.	.
COc1ccc(N2CCN(C(CNC(=O)C3CCCCC3)c3cccnc3)CC2)cc1 (centres undefined)	-16%	7%	-1%	0%	-6%	0.4%	-2%	-6%	1	-1%
CCCC(C)NC(=O)C1CCN(C(=O)C2CC(=O)N(c3ccc(C)cc3)C2)CC1 (centres undefined)	-1%	1%	-6%	0%	-1%	-1.0%	-1%	-17%	1	11%
Cc1nc([N+](=O)[O-])cn1CC(=O)Nc1ccc(Cl)cc1	0%	-1%	-3%	9%	-6%	-3.2%	12%	12%	4	-6%
CCOCCCNC(=O)C1CCN(S(=O)(=O)N2CCCC2)CC1	-8%	-4%	-3%	?	-1%	0.3%	-1%	?	2	-3%
CCOC(=O)Cc1cnc(NC(=O)CSc2nc3ncnc(N)c3[nH]2)s1	-1%	-5%	-4%	11%	2%	0.4%	0%	0%	3	-12%
COc1ccc(CNC(=O)NCCc2c[nH]c3ccccc23)cc1	-7%	0%	-6%	0%	8%	0.0%	-7%	-22%	-3	?
Cc1nsc(N)c1C(=O)O	-3%	3%	1%	8%	-23%	0.3%	0%	2%	-4	?
Cc1cc(=O)oc2cc(OCC(=O)NC3CCCC3)ccc12	-4%	3%	3%	1%	10%	-0.2%	.	-8%	6	?
N#C/C(=C\c1cccc(Br)c1)C(=O)N1CCCCC1	-4%	-37%	-1%	-4%	31%	0.1%	-15%	19%	23	?
COc1ccc(S(=O)(=O)Nc2cc3c4c(c2)CCN4C(=O)CC3)cc1C	-5%	-7%	-8%	.	8%	-0.1%	-7%	-19%	1	23%
O=C(Nc1cc2c3c(c1)C1CCCC1CN3CC1CCCC21)c1ccc([N+](=O)[O-])cc1 (centres undefined)	1%	-2%	-4%	-1%	-3%	-0.2%	6%	10%	?	?
O=C(NC(=O)c1ccccc1)Nc1ccccc1O	-3%	17%	-195%	6%	-9%	-0.6%	24%	6%	-1	?
CC1(C)CC(=O)c2sc(NS(=O)(=O)c3cc(Cl)ccc3Cl)nc2C1	-7%	-3%	-2%	-2%	2%	0.1%	-2%	-8%	0	-4%

Looked up one by one from the entries so far (2):
SMILES	PTAP TSG101 blk	BRCA1 expr up	TCR activator	CXXC DNA block	AT treatment	B2AR arrestin	p53 reactivator	Integrin act MD	TRPV1 ag	ELG1 repair inh
Cn1c(=O)[nH]c(=O)c2c1nc(NCCc1ccccc1)n2CC(O)COc1ccccc1 (centres undefined)	46%[activator]	13%	2%	7%	0%	0.1%	1%	21%	7	-13%
COc1ccc(OC)c(NC(=O)c2cccnc2)c1	3%	-12%	-3%	-3%	-29%	-0.5%	15%	-5%	-2	11%

(listing goes on)
SMILES	PTAP TSG101 blk	BRCA1 expr up	TCR activator	CXXC DNA block	AT treatment	B2AR arrestin	p53 reactivator	Integrin act MD	TRPV1 ag	ELG1 repair inh
CN(C)c1ccc2c(c1[N+](=O)[O-])Cc1ccccc1-2	-1%	?	1%	.	.	.	.	-2%	.	.
Cn1c(SCC(=O)Nc2ccc(Br)cn2)nnc1C1CC1	-4%	17%	4%	-4%	8%	-0.2%	.	-5%	3	-2%
CN1CCN(CC(=O)NC2CCCCC2)CC1	-3%	-3%	0%	-4%	0%	-0.1%	-3%	0%	-1	?
CC(NC(=O)c1nn(C)c(=O)c2ccccc12)c1ccccc1 (centres undefined)	-1%	-27%	3%[46.1 µM]	-10%	3%	0.5%	-8%	10%[7.66 µM]	-1	0%
CCCC(C(=O)NNC(=O)c1ccncc1)c1ccccc1 (centres undefined)	-6%	5%	-2%[46.1 µM]	.	4%	-0.6%	-1%	13%	.	7%
COCCn1c(C)cc(C(=O)Cn2nc(C(=O)O)c3ccccc3c2=O)c1C	4%	46%	6%	1%	3%	0.1%	-5%	0%	0	?
COc1ccc(N2CCN(C(=O)COC(=O)CCOc3cc(C)ccc3C)CC2)cc1	-2%	-8%	-2%	.	4%	-0.2%	-4%	-6%	17	-2%
Cc1cccc(NC(=O)NNC(=O)c2cc3ccccc3cc2O)c1C	1%	0%	-5%	-2%	2%	0.0%	1%	-23%	3	-9%
CCOC(=O)c1ccc(-c2c(-c3ccc4c(c3)OCO4)noc2-c2ccsc2)cc1F	1%	5%	4%	0%	8%	-1.1%	9%	-12%	-2	6%
Cc1cc(C)c2nc(N3CCCC3)c(C#N)cc2c1	-3%	-1%	0%	3%	5%	-0.8%	8%	14%	-1	0%
CCC(c1c(C)n(C)n(-c2ccccc2)c1=O)c1c(C)n(C)n(-c2ccccc2)c1=O	-7%	-2%	2%	-6%	.	0.2%	1%	-8%	-2	11%
Cc1cccnc1NC(=O)c1ccc2nc(N)sc2c1	-4%	11%	0%	8%	0%	-0.4%	5%	33%	-6	?
COc1ccc(OC)c(NCc2nnc(-c3ccccc3)o2)c1	1%	-18%	1%	-3%	-7%	0.4%	6%	21%	2	13%
Cc1sc2nc(CN(C(=O)c3cccs3)C3CCCC3)[nH]c(=O)c2c1C	-2%	-29%	2%	1%	7%	0.2%	-2%	21%	7	?
Cc1ccc(S(=O)(=O)N2CCN(C(=O)c3ccccc3)CC2)cc1	-3%	0%[1.84 µM]	4%	6%	.	-0.3%	2%	0%	7	0%
COc1ccc(S(=O)(=O)N2CCN(C(=O)C3CC(=O)N(c4ccccc4F)C3)CC2)cc1OC (centres undefined)	-3%	-6%	-4%	.	.	.	.	-18%	.	.
CCCS(=O)(=O)c1c(S(=O)(=O)CCC)c2c3ccccc3ccn2c1C(N)=O	-5%	-1%	-1%	-4%	3%	0.2%	-3%	-34%	5	-1%
NNC(=O)c1cc2c(ccc3ccccc32)o1	-5%	-13%	2%	2%	1%	0.3%	8%	-1%	2	15%
O=C(NC1CCCCC1)C(c1ccc(O)cc1)N(C(=O)c1cnccn1)c1cccc(F)c1 (centres undefined)	-3%	-18%	-3%	-1%	5%	0.1%	0%	20%	1	0%
CN(CC(=O)OCC(=O)Nc1ccccc1)S(=O)(=O)c1ccc(Cl)cc1	-2%	17%	0%	16%	-3%	-0.1%	-5%	-12%	1	0%
O=C(CSCc1ccc(Cl)cc1)Nc1cccc(C(=O)Nc2ccccc2C(=O)O)c1	-13%	3%	-7%	-7%	-2%	-0.1%	6%	-3%	-14	?
CCOc1cc(CNCc2ccc3c(c2)OCO3)ccc1OC	0%	6%	3%	38%[activator]	-3%	0.4%	.	-14%	-2	1%
COc1ccccc1NC(=O)c1ccc(NC(=O)C2CC2C)cc1 (centres undefined)	-2%	30%	3%	.	5%	0.1%	-8%	-9%	.	-16%
O=C(CC(O)(CC(=O)OCc1ccccc1)C(=O)OCc1ccccc1)OCc1ccccc1	-1%	-22%	14%	.	.	.	.	9%	.	.
O=C(NC(=O)c1c(F)cccc1F)Nc1ccccc1SC(F)F	-3%	22%	3%	-1%	10µM*	0.2%	2%	-16%	11	0%

An unsorted share of the library; any-hit rate near 3.8%.
